Pf apPOL block: Pf-apPOL inhibitors, biochemical, fluorescence; Plasmodium falciparum apicoplast DNA polymerase (apPOL); Recombinant Pf-apPOL, molecular beacon fluorescence, 1.5 h; inhibition, % at 10 µM; actives 0.25% (n = 210,000); AID 1794808, 2022
mHTT-CaM PPI inh: mutant huntingtin-calmodulin interaction inhibitors – biochemical, AlphaScreen, primary screen | AlphaScreen His-mHTT/GST-CaM binding, luminescence | inhibition, % at 15 µM | actives 3.6% (n = 190,000) | AID 1671202, 2021;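 note: 0% = both proteins with DMSO and 100% = one protein alone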
* = called active by the depositor; . = no result given; & = joins results of further samples. Cut-off read from the data, not from the text of the source: active = inhibition above about 50%; inactive = the rest.

SMILES	Pf apPOL block	mHTT-CaM PPI inh
Cc1ccc(C)c(OCC(=O)NCCc2nc3ccccc3[nH]2)c1C	-7&-12	16&11
Cc1cccn2c(=O)c3cc(C(=O)NC4CCCC4)c(=N)n(CCN4CCOCC4)c3nc12	-7	0
CSc1nnc2c3ccccc3n(CCc3ccccc3)c2n1	-4	-5
CC1C(=O)N(c2cccc(Br)c2)CCN1C(=O)c1cccc(Cl)c1 (stereo not given)	-1	-5
CCn1c(=O)n(Cc2ccccc2C(F)(F)F)c2cncnc21	-1	-8
O=c1[nH]c(-c2ccc(F)cc2)cn1-c1ccc(Cl)cc1	-6	1
C=CCn1c(-c2ccc(OC)cc2)cnc1SCC(=O)NC(C)C	-12	-6
O=C1C(Oc2ccccc2)C(c2ccc3c(c2)OCO3)N1c1cccc(C(F)(F)F)c1 (stereo not given)	3	-10
COC(=O)N1CC(C)N(C(=O)OC)CC1C (stereo not given)	-1	6
COc1cccc(C2=CC(c3cccc(F)c3)n3nnnc3N2)c1 (stereo not given)	-6	-15
COc1cc(OC)cc(-c2onc(C)c2C(=O)NC2Cc3ccccc3C2)c1	3	18
COc1ccc(NC(=O)c2cc3n(n2)C(C(F)(F)F)CC(c2ccc(C)cc2)N3)cc1 (stereo not given)	-2	17
c1cc2c(cc1C1OCC3(CO1)COC(c1ccc4c(c1)OCO4)OC3)OCO2 (stereo not given)	3	-3
CCCC1N=C(c2ccc(Cl)cc2)CC(c2ccccc2O)N1 (stereo not given)	-5	35
O=C(CN1CCC(Cn2cnc3ccccc32)CC1)NCc1ccccc1Cl	-13	-8
Cc1ccc(CN2CCC(c3nncn3C(C)C)CC2)o1	2	6
COc1cccc(-c2noc(C3CCCN3C(=O)Nc3ccc(OC)cc3OC)n2)c1 (stereo not given)	0	17
O=C1OC(/C=C/c2cccc([N+](=O)[O-])c2)=NC/1=C\c1ccco1	-3	1
CC(=NCCc1c[nH]c2ccccc12)c1c(O)n(C)c(=O)[nH]c1=O	1	-1
O=C(c1ccc(F)cc1)N1CCN(c2ccc([N+](=O)[O-])cc2Cl)CC1	0	2
COc1ccc(NC(=O)Cn2nc3c(cc2=O)CCCC3)cc1	9	-5
O=C1N(c2cccc(F)c2)c2ncccc2S(=O)(=O)N1Cc1cccc(F)c1	0	-4
OCCN(CCO)Cc1ccc(Cl)c(Cl)c1	2	-1
COC(=O)c1ccc(CSc2nnc(NC(=O)NC(C)(C)C)s2)o1	0	-10
O=C(Nc1ncccn1)c1cc(-c2cccc(Br)c2)nc2ccccc12	-4	42
(further entries)
SMILES	Pf apPOL block	mHTT-CaM PPI inh
CSc1cccc(NS(=O)(=O)c2ccc(C)c([N+](=O)[O-])c2)c1	-2	13
Cc1c(Br)c(C(F)(F)F)nn1CC(=O)Nc1sc2c(c1C#N)CCCC2	-1	-4
Cc1ccc(-n2nnnc2CNC(=O)Nc2ccc(Cl)c(Cl)c2)cc1C	-5	-17
O=C(Nc1c2c(nn1-c1ccc(Cl)cc1)CS(=O)(=O)C2)c1cccc(F)c1	-1	9
CC(=O)NNc1cccc(C(F)(F)F)n1	-15	.
CC(Oc1ccccc1)C(=O)N[C@@H]1C(=O)N2[C@@H]1SC(C)(C)[C@@H]2C(=O)OCc1ccccc1 (stereo not given in full)	-7	36
Cc1ccc(C(C)NC(=O)c2ccc(Cl)c(Cl)c2)c(C)c1 (stereo not given)	-4	.
COc1cccc(C(=O)N2CC3CC2CC3NC(=O)c2cccs2)c1OC (stereo not given)	-6	-4
C=C(C)CSc1nnc2n(C)c(=O)c3c4c(sc3n12)CCC4	-6	-7
O=C(Oc1ccc2c(-c3cc4cc(Br)ccc4oc3=O)cc(=O)oc2c1)C1CC1	-6	10
COc1ccc(N(CC(=O)Nc2ccc(OCc3ccccc3)cc2)S(C)(=O)=O)cc1	4	4
O=C(NC1CC1)c1cccnc1SCc1ccccc1Cl	-4	5
COc1ccc(/C=C2\N=C(c3ccc(C)c([N+](=O)[O-])c3)OC2=O)cc1	-5	7
O=c1c(CN2CCOCC2)coc2ccc(Cl)cc12	-5	-9
COc1ccc2nc(N3CCC(C(=O)NCCN4CCCCCC4)CC3)sc2c1	-9	10
Nc1cc(=O)nc(SCC(=O)Nc2ccccn2)n1-c1ccccc1	-6	8
Cc1ccc(NC(=O)COc2ccc(C)cc2)cc1	-2	-17
CC1CCN(C(=O)c2ccc(OCC3CCCN(C(=O)c4cccs4)C3)cc2)CC1 (stereo not given)	-3	3
Cc1c(C(=O)N(C)C)sc2c1c(=O)n(-c1ccccc1)c(=O)n2Cc1ccccc1C#N	-2	14
O=C(C=Cc1ccc(O)cc1)c1ccc(O)cc1O	-12	.
COc1ccc(C=NOC(=O)c2ccc(C(F)(F)F)cc2)c(Cl)c1OC	-11	.
Cc1nc(C(=O)N2CCN(C3CCCCC3)CC2)c(C)n1C1CCN(C)CC1	1	0
O=C(Cc1csc(NC(=O)C2CCC(=O)N2)n1)NCc1cccnc1 (stereo not given)	-2	-6
COc1ccc(N=Cc2cccc([N+](=O)[O-])c2)cc1Cl	2	15
CC(=O)Nc1ccc(S(=O)(=O)NCCC2=CCCCC2)cc1	-6	-5
(continued)
SMILES	Pf apPOL block	mHTT-CaM PPI inh
O=C(NCc1ccc2c(c1)OCO2)Nc1ccc(Cl)c(Cl)c1	6	3
COc1ccc(CCS(=O)(=O)Nc2ccc3c(c2)C(=O)NCC3)cc1	-10	-7
CCc1cc(C(=O)Nc2ccccc2C)nc2ccnn12	0	-23
COCCNC(=O)C1CN(C(=O)c2ccncc2)CC12CCCCC2 (stereo not given)	1	-7
Fc1ccc(CSc2ncnc3nc[nH]c23)c2ccccc12	.	13
Cc1ccc(NC(=O)NN2CC(=O)N(c3ccccc3F)CC2=O)cc1	-8	.
C=CCn1c(=N)c(S(=O)(=O)c2ccc(C)cc2)cc2c(=O)n3ccccc3nc21	-9	1
CCc1ccc(C(=O)N2CCC(c3cc(N)on3)CC2)cc1	0	-11
O=S(=O)(c1ccc2c(c1)CCCC2)N1CCCn2nc(-c3cccnc3)cc2C1	-3	-2
O=S(=O)(c1ccc2c(c1)CCCC2)N1CCN(S(=O)(=O)C2CC2)CC1	-1	-5
CCOC(=O)N1CCc2nc(NC(=O)COc3ccc(F)cc3)sc2C1	-9	-5
Oc1oc(-c2ccccc2)nc1C=Nc1cc(Cl)c(Cl)cc1Cl	-5	0
N#CC1=C(SCC(=O)Nc2ccccc2)NC(=O)CC1c1ccc(Br)cc1 (stereo not given)	-4	9
C[C@H](C#Cc1ccc(Cc2ccc(F)cc2)s1)N(O)C(N)=O	-4	.
Cc1ccc2nc(C(=O)N3CCN(C4CCN(C)CC4)CC3)cn2c1	-3	1
COCC1CCN(C(=O)NCc2cccc3ccccc23)CC1	-14	-5
Cc1cc(I)cc(C)c1NC(=O)c1ccccc1	-9	-8
Nc1nc(N)nc(Cn2c(-c3nonc3N)nc3ccccc32)n1	-2	4
O=C(c1ccco1)N1CCC(Nc2cccnc2)C1 (stereo not given)	-4	-2
CN(C)c1nc(N2CCCC2)nc2c1CN(C(=O)c1ccc(F)cc1F)CC2	-4	2
O=C(CSc1nnc(-c2cccnc2)o1)NCc1ccccc1Cl	-1	-5
CN(C)c1ncccc1NC(=O)c1ccc(C#N)cc1	-38	4
CC(=O)N1c2ccc(S(=O)(=O)Nc3ccc(Cl)cc3)cc2CC1C (stereo not given)	0	10
Cc1cccc(NC(=O)C2(C)Oc3cccnc3N(C(C)C)C2=O)c1 (stereo not given)	-6	-10
COc1ccc(NC(=O)CSc2nc3ccsc3c(=O)n2CCC(=O)O)c(OC)c1	-2	23
The list goes on.
SMILES	Pf apPOL block	mHTT-CaM PPI inh
Cn1c(=O)c(-c2nc3ccccc3c(=O)[nH]2)c(O)c2ccccc21	-3	1
Cc1cc2n(CCN3CCCCC3)c3ccccc3n2n1	-1	1
O=C(/C=C/c1ccc(-c2ccccc2[N+](=O)[O-])o1)c1ccco1	-4	71*
Cc1ccc(OCC(=O)N2CCCCC2CCN2CCCCCC2)cc1C (stereo not given)	-20	14
COc1ccc(Cl)cc1C1=N/C(=C\c2c(F)cccc2Cl)C(=O)O1	2	3
CCC(=O)N1c2ccccc2NC2=C(C(=O)CC(C)(C)C2)C1CC1CC=C(C)C1(C)C (stereo not given)	-1	59*
Cc1ccc(-c2nnn(CC(=O)Nc3ccccc3I)n2)cc1	-7	-3
COC(=O)c1ccc(-c2csc(NC(=O)c3ccc(Cl)s3)n2)cc1	1	-4
O=C1NN(c2ccc([N+](=O)[O-])cc2)C(=O)C2C3C=CC(C3)C12 (stereo not given)	-3	-2&-1
Cn1c(CCNC(=O)C2CN(S(=O)(=O)C3CC3)CC23CCCCC3)nc2ccccc21 (stereo not given)	-9	18
CCC[C@H]1[C@@H](OC(=O)NCc2ccc(OC)cc2)CC[C@@]23CCCN2C(=O)CCC[C@@H]13	-8	2
O=C(CN1C(=O)CCCc2ccccc21)Nc1cccc(F)c1	-2	1
CSc1ccc(-c2nnn(CC(=O)Nc3ccc(OC(F)(F)F)cc3)n2)cc1	2	3
COc1ccc(CCN2CC(C(=O)NCc3cccc(F)c3)CC2=O)cc1OC (stereo not given)	-9	-3
COc1ccc(CNc2ncnc3c2CCC3)cc1	-5	-5
O=C(NCC1(O)CCCC1)C1CCC1	-7	-2
COC(=O)c1ccc(Oc2coc3c4c(ccc3c2=O)OCN(C2CC(C)(C)NC(C)(C)C2)C4)cc1	0	8
Cc1ccc(-n2nnnc2-c2nnnn2-c2ccc(C)cc2)cc1	5	-8
CCN(C1CCCCC1)S(=O)(=O)c1ccc(Cl)c(OC)c1	0	-60
O=C1C2N=NN(c3ccc(F)cc3)C2C(=O)N1c1cccc(Cl)c1 (stereo not given)	1	7
C#CCNC(=O)c1nnc(N2CCC(C)CC2)c2ccccc12	-4	2
Cn1cccc1CN(C(=O)Nc1ccccc1Cl)C1CC1	-5	22
O=C(O)C1C2C=CC(C2)C1C(=O)Nc1cccnc1 (stereo not given)	-12&3	-5&0
OC(CSc1ccccc1)CN1CCN(C(c2ccccc2)c2ccccc2)CC1 (stereo not given)	-10&-3	.
CCOC(=O)C[C@H]1c2cc(F)ccc2S(=O)(=O)N1C1CCCCC1	-4	-11

Reprinted from above (two entries):
SMILES	Pf apPOL block	mHTT-CaM PPI inh
OC(CSc1ccccc1)CN1CCN(C(c2ccccc2)c2ccccc2)CC1 (stereo not given)	-10&-3	.
CCOC(=O)C[C@H]1c2cc(F)ccc2S(=O)(=O)N1C1CCCCC1	-4	-11

Next results:
SMILES	Pf apPOL block	mHTT-CaM PPI inh
Cc1cc(Cl)ccc1NC(=O)CSc1nnc(N=CN(C)C)s1	-7&-1	.
COc1ccc(NC(=O)c2cc3n(n2)CCCN(Cc2ccccc2)C3=O)cc1	-4	7
O=Cc1c(Sc2ccccc2)nc2ccccn2c1=O	-5	0
COCC1CCN(C(=O)c2cn3ccnc(-c4ccc(C)cc4)c3n2)CC1	-2	4
CC(C)Sc1nc(=O)n(CCc2ccccc2)c2c1CCC2	-1	-2
O=C(c1cccc(C(F)(F)F)c1)N1CCN(c2c(Cl)cncc2Cl)CC1	-2	.
COc1ccc(Br)cc1/C=c1\sc2nc(=O)c(-c3ccccc3)nn2c1=O	-7	5
O=C(Nc1ccccc1)NC1(C(F)(F)F)Oc2ccc(Cl)cc2O1 (stereo not given)	0	-9
O=C(NC1CCCCCC1)c1cc(S(=O)(=O)N2CCC3(CC2)OCCO3)ccc1F	-3	14
O=c1c2ccccc2nc(SCc2c(F)cccc2Cl)n1CC1CC1	-3	.
CCn1c(=O)c(-c2nc(-c3ccc(C)cc3)no2)c(O)c2ccccc21	2	-9
NS(=O)(=O)c1ccc(N(S(=O)(=O)c2cccc(Cl)c2)S(=O)(=O)c2cccc(Cl)c2)cc1	-1	.
Cc1cc(C)cc(NC(=O)CN2CCc3ccccc3C2C(=O)N2CCCCC2)c1 (stereo not given)	-9	14
Cc1ccc(C)c(CNC(=O)CCc2conc2-c2ccc(F)cc2)c1	-2	-12
Fc1ccc(CN2CCCN(Cc3ccc(F)cc3)C2c2cccs2)cc1	7	.

Structural class, the entries above containing an aryl thioether with sulfur outside any ring.
SMILES	Pf apPOL block	mHTT-CaM PPI inh
CSc1nnc2c3ccccc3n(CCc3ccccc3)c2n1	-4	-5
C=CCn1c(-c2ccc(OC)cc2)cnc1SCC(=O)NC(C)C	-12	-6
COC(=O)c1ccc(CSc2nnc(NC(=O)NC(C)(C)C)s2)o1	0	-10
CSc1cccc(NS(=O)(=O)c2ccc(C)c([N+](=O)[O-])c2)c1	-2	13
C=C(C)CSc1nnc2n(C)c(=O)c3c4c(sc3n12)CCC4	-6	-7
O=C(NC1CC1)c1cccnc1SCc1ccccc1Cl	-4	5
Nc1cc(=O)nc(SCC(=O)Nc2ccccn2)n1-c1ccccc1	-6	8
Fc1ccc(CSc2ncnc3nc[nH]c23)c2ccccc12	.	13
O=C(CSc1nnc(-c2cccnc2)o1)NCc1ccccc1Cl	-1	-5
COc1ccc(NC(=O)CSc2nc3ccsc3c(=O)n2CCC(=O)O)c(OC)c1	-2	23
CSc1ccc(-c2nnn(CC(=O)Nc3ccc(OC(F)(F)F)cc3)n2)cc1	2	3
OC(CSc1ccccc1)CN1CCN(C(c2ccccc2)c2ccccc2)CC1 (stereo not given)	-10&-3	.
Cc1cc(Cl)ccc1NC(=O)CSc1nnc(N=CN(C)C)s1	-7&-1	.
O=Cc1c(Sc2ccccc2)nc2ccccn2c1=O	-5	0
CC(C)Sc1nc(=O)n(CCc2ccccc2)c2c1CCC2	-1	-2
O=c1c2ccccc2nc(SCc2c(F)cccc2Cl)n1CC1CC1	-3	.

Hits appear at their usual frequency, and some 3.5% of all compounds hit somewhere here.
